Assay outcomes deposited in PubChem by several laboratories.
SMARCA2 activ = SMARCA2 function activation, primary screen; MG213 cells, MMTV-luciferase reporter, dexamethasone, overnight; activation, % at 9.1 µM; 370,000 compounds, 1% hits; AID 652017; in the data active = activation above about 7.8%;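 also: 0% = vehicle wells and 100% = reference activator wells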
MBD2 inh = blocks human MBD2 binding to methylated DNA. TR-FRET, MBD2 binding to methylated oligonucleotide. inhibition, % at 4.4 µM. 370,000 compounds, 0.31% hits. AID 686964; in the data active = inhibition above about 13%
Target sequence (Q9UBB5 whole entry, looked up): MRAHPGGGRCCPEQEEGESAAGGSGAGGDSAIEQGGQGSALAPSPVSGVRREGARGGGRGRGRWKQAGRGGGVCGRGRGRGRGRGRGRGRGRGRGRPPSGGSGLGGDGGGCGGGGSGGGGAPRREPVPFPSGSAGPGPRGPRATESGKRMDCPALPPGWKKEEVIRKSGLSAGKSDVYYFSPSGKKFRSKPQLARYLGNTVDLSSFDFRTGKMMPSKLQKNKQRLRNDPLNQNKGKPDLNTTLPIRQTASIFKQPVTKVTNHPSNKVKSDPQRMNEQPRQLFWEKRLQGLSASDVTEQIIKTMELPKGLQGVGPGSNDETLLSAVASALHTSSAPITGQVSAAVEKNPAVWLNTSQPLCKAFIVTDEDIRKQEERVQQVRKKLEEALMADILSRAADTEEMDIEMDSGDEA
PLCb3 inh = PLC-beta3 (human) inhibition, primary screen | Q01970 | Purified PLC-beta3, fluorogenic substrate, fluorescence | inhibition, % at 12.2 µM | 370,000 compounds, 0.18% hits | AID 720704; in the data active = inhibition above about 11%;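 also: 0% = median of compound wells on plate and 100% = full blocker control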
DAX1 inh-1 = inhibitors of human orphan nuclear receptor DAX1 (NR0B1) | 340,000 compounds, 0.99% hits | AID 504766 | inhibition, % at 6.75 µM | HEK293 Gal4-DAX1 luciferase reporter, luminescence | P51843;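 active = inhibition above the mean over all tested compounds plus 3 SD, cut at about 4.2% in these data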;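 also: 0% = DAX1-transfected cells with DMSO and 100% = empty-vector control cells with DMSO; inhibition shows as a rise in luminescence from relieved DAX1 repression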
hgDAF12 agonist = activates the H. glycines DAF-12 receptor ligand-binding domain; HEK293 GAL4-hgDAF12 UAS-luciferase reporter, agonist luminescence; normalized to butyrate control; 370,000 compounds, 1.8% hits; AID 687014; activation, % at 6.8 µM;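 active = activation above a cutoff set at the mean of all screened compounds plus 3 SD, cut at about 10% in these data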;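 also: 0% = DMSO wells and 100% = sodium butyrate wells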
ssDAF-12 act = activates DAF-12 receptor from parasite S. stercoralis; HEK293 ssDAF-12/GRIP1 lit1-tk-luc reporter, luminescence; % of 3 µM dafachronic acid response; activation, % at 6.8 µM; 370,000 compounds, 1% hits; AID 652126;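 active = activation above the mean over all tested compounds plus 3 SD, cut at about 0.9% in these data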;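 also: 0% = DMSO-only wells and 100% = 3 µM delta7-dafachronic acid wells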
hcDAF-12 act = H. contortus DAF-12 activation, primary screen; AID 652067; HEK293 hcDAF-12 lit1-tk-luc reporter, luminescence; 0% DMSO, 100% Δ7-dafachronic acid; 370,000 compounds, 1.4% hits; activation, % at 6.8 µM;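 active = activation above the mean of all tested compounds plus 3 SD, cut at about 5.5% in these data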;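 also: 100% = response to 3 µM Δ7-dafachronic acid high control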
DAX1 inh-2 = blocks DAX1 repression of SF-1 activated StAR promoter. AID 652010. 370,000 compounds, 1.1% hits. inhibition, % at 6.8 µM. HEK293T StAR-luciferase reporter, SF-1/DAX-1 repression relief;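 active = inhibition above the mean over all tested compounds plus 3 SD, cut at about 3.6% in these data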;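 also: 0% = DAX-1 cells with DMSO and 100% = cells lacking DAX-1 with DMSO; higher inhibition means more luminescence from relief of DAX-1 repression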
ADAM17 inh = inhibits human ADAM17. recombinant ADAM17, EDANS/DABCYL FRET peptide cleavage. inhibition, % at 6.95 µM. P78536. AID 720648. 370,000 compounds, 0.83% hits;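 active = inhibition above the mean of compounds lying between control limits plus 3 SD, set per campaign, cut at about 8.5% in these data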;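 also: 0% = DMSO-only wells as the low control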
Target sequence (P78536 215-824 limits assumed): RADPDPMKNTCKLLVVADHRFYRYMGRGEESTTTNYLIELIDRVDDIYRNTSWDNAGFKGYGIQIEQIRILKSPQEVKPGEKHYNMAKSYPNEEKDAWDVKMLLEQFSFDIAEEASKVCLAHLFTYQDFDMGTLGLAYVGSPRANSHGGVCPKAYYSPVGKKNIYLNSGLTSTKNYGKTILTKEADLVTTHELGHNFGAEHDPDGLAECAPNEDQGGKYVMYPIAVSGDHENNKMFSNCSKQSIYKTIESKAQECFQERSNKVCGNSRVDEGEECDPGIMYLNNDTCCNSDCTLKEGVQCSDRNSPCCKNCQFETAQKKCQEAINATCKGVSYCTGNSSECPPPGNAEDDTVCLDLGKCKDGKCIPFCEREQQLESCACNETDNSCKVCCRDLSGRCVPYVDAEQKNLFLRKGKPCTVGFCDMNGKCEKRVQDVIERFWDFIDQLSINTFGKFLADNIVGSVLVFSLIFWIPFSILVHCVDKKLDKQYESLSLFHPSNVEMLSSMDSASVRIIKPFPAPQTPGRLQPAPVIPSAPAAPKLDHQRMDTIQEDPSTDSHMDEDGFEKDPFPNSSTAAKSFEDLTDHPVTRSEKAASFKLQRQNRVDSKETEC
Rev-erbA mod = modulators of human Rev-erb alpha DNA binding; AID 1259318; Rev-erbα–FITC-DNA binding, fluorescence polarization, 90 min; P20393; 370,000 compounds, 0.79% hits; activity, % at 10 µM;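 active = activity above about 14%, limit read from the data; passing the limit was not always enough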;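 also: 0% = DMSO wells with 35 nM protein and 100% = DMSO wells with 750 nM protein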
PLC-gamma1 inh = PLC-gamma1 (human) inhibition, primary screen | 370,000 compounds, 0.84% hits | purified PLC-gamma1, fluorogenic substrate, fluorescence | inhibition, % at 12.2 µM | AID 720700; in the data active = inhibition above about 9.5%
* marks the source's active call; other numbers are inactive results; . = no result given.

item	SMILES	SMARCA2 activ	MBD2 inh	PLCb3 inh	DAX1 inh-1	hgDAF12 agonist	ssDAF-12 act	hcDAF-12 act	DAX1 inh-2	ADAM17 inh	Rev-erbA mod	PLC-gamma1 inh
1	O=c1[nH]c(C2CCN(S(=O)(=O)c3ccc([N+](=O)[O-])cc3)CC2)nc2c1nnn2Cc1ccccc1	-2	1	-6	-0.7	-1.9	-0.2	3.2	0.2	-4	-1	-1
2	CC1(C)CC(=O)C2=C(C1)N=C1SCCC(=O)N1C2c1ccccc1 (stereo not given)	-2	-1	-50	-1.9	-1.9	-0.9	-1.3	0.2	1	3	-43
3	O=C(NCc1ccncc1)C1CCN(S(=O)(=O)c2ccc(F)cc2)CC1	-2	6	-1	-0.4	1.2	-1.3	-1.1	0.0	-4	1	3
4	O=C(COC(=O)c1cccs1)Nc1ccc(F)c(F)c1	-2	1	-7	0.3	1.1	-1.0	-0.3	1.5	-3	-6	0
5	CCOC(=O)Cn1cc(CN2C(C(=O)OC)CN(Cc3ccccc3)CCS2(=O)=O)nn1 (stereo not given)	-1	5	1	.	-0.5	-0.5	2.0	-0.2	-1	3	0
6	COc1ccc(CN(CC2CCC(C(=O)O)CC2)C(=S)Nc2ccc(C)c(Cl)c2)cc1 (stereo not given)	-5	-5	-1	0.6	-0.6	-1.7	-0.5	0.6	0	3	4
7	CCn1cc(C(=O)NC(C)C23CC4CC(CC(C4)C2)C3)cn1 (stereo not given)	-3	-2	-2	0.2	4.0	-1.5	-3.8	-0.3	-2	-3	0
8	COc1ccc(NC(=O)c2cc3nc(-c4ccccc4)cc(-c4ccccc4)n3n2)c(OC)c1	3	6	-13	-0.2	-2.2	-0.8	1.2	-0.7	-4	21*	-13
9	CCOC(=O)N1CCN(C(=O)C[C@H]2C[C@@]3(C(=O)OC)C(=C[C@H](C(C)(C)C)O[C@@H]3C)N(CCC3=CCCCC3)C2=O)CC1	-9	4	2	.	-0.1	-1.0	-1.1	0.0	10*	6	6
10	COC(=O)[C@]1(Cc2ccccc2)N[C@H](CN(C)C(=O)NC(C)C)[C@@H]2C(=O)N(Cc3ccccc3)C(=O)[C@@H]21	-2	-6	3	-0.2	-1.9	-1.3	-0.9	-1.0	-2	2	2
11	O=C(Cn1nnc(-c2cc(Cl)ccc2-n2cnnn2)n1)N1CCCc2ccccc21	-1	-3	1	-1.0	-2.8	-1.4	-1.3	0.5	0	-7	-4
12	CCCNC(=O)C1(C)CCN(CCS(=O)(=O)c2ccc(C)cc2)C1 (stereo not given)	-1	8	3	.	-0.3	-0.5	0.9	-2.6	1	-2	-1

Next compounds:
item	SMILES	SMARCA2 activ	MBD2 inh	PLCb3 inh	DAX1 inh-1	hgDAF12 agonist	ssDAF-12 act	hcDAF-12 act	DAX1 inh-2	ADAM17 inh	Rev-erbA mod	PLC-gamma1 inh
13	COc1ccc(S(=O)(=O)NC2CC2)cc1Br	1	1	-7	-0.5	-0.4	-0.6	-2.4	0.0	4	1	2
14	O=C(CSc1nc2ccccc2c(=O)n1CCCN1CCOCC1)NC12CC3CC(CC(C3)C1)C2	-2	3	-4	0.3	0.8	-1.2	-2.1	0.1	-3	0	0
15	NS(=O)(=O)c1ccc(CCNCc2cc(Br)ccc2OCc2ccccc2F)cc1	-5	-1	0	0.7	0.4	-2.1	-0.9	-0.7	5	-3	2
16	CC(=O)CSc1ncnc2c1cnn2-c1ccccc1	5	-3	-2	2.9	17*	0.3	2.9	2.9	2	1	0
17	CCCCNC(=S)NNC(=O)c1c(C)nc2ccccn12	-2	1	-19	0.3	-0.2	-1.9	-1.4	0.8	-9	-7	-13
18	CC(C)C[C@H](NC1(C(=O)NCCc2c[nH]c3ccccc23)CCN(C)CC1)C(=O)NCCCc1ccccc1	.	-1	6	.	3.5	-1.7	-0.6	.	-3	-1	3
19	CCOC(=O)[C@]12CCC=C1N(CCC1=CCCCC1)C(=O)[C@H](CC(=O)NCC1CCCCC1)C2	0	5	2	.	5.7	-1.0	1.0	-0.8	-2	-3	-5
20	CC(C)(C)NC(=O)CN(C(=O)CS(=O)CC(=O)Nc1ccc(F)cc1)c1ccc(Cl)cc1 (stereo not given)	-1	-7	1	-0.4	-0.7	-1.8	-1.8	0.1	-4	-5	1
21	CCCCn1c(N)c(N(CC(C)C)C(=O)c2c(CC)noc2C)c(=O)[nH]c1=O	-3	-8	-1	1.0	-1.7	-1.4	-1.3	-0.2	-2	0	2
22	CS(=O)(=O)Nc1ccc(C(=O)N2CCN(c3ccccc3F)CC2)cc1	-4	-9	3	0.2	-1.2	-1.2	0.2	-0.4	6	-4	4
23	Cc1ccc(N=C2NC(=O)/C(=C/c3cccn3C)S2)cc1C	0	-6	-9	.	1.5	-1.0	-0.9	0.4	-1	1	0
24	COc1cccc2sc(NNC(=O)c3nc4ccccc4s3)nc12	1	-6	-36	2.0	5.8	-0.5	3.3	-0.2	-1	-2	-27

Continuation:
item	SMILES	SMARCA2 activ	MBD2 inh	PLCb3 inh	DAX1 inh-1	hgDAF12 agonist	ssDAF-12 act	hcDAF-12 act	DAX1 inh-2	ADAM17 inh	Rev-erbA mod	PLC-gamma1 inh
25	CSc1nc(-c2ccc(F)cc2)cc(=O)[nH]1	0	2	-2	-1.3	-0.5	-0.7	-2.7	-0.4	0	1	-6
26	CCOC(=O)C1=C[C@@H](CC)N(S(=O)(=O)c2ccccc2)[C@H]1c1ccccc1	-4	-8	1	.	-2.3	-1.2	-0.7	0.1	7	2	3
27	O=C(NCc1ccco1)c1ccc2c(=O)n(CCC3=CCCCC3)c(=O)[nH]c2c1	-1	2	-7	0.3	-2.7	-0.6	-1.7	-0.3	-2	-3	-5
28	CCOC(=O)Nc1ccc2c(c1)N(C(=O)N1CCN(C)CC1)c1ccccc1CC2	-2	-4	-8	-0.5	-3.0	0.0	-0.8	0.1	-7	.	1
29	O=C(NC1CCN(C(=O)Nc2ccc(F)cc2)CC1)c1ccccc1F	-1	-5	-2	-1.1	-1.1	-1.8	-1.0	-0.4	1	4	2
30	CC(=O)Nc1cccc(/C(C)=N/Nc2nc3ccccc3s2)c1	1	0	-4	3.0	15*	-0.3	4.4	2.8	4	-1	-4
31	Cc1ccnc(NC(=O)CCC(=O)N(CC(=O)NCCc2ccccc2)Cc2ccco2)c1	0	1	4	-1.1	-0.5	-1.2	-0.2	-0.1	-4	-8	1
32	Cc1ccc(S(=O)(=O)NCCC(=O)NCCCSc2ccccc2)cc1	-2	8	-9	-0.7	2.6	-2.0	0.5	-0.4	-3	1	-11
33	Cc1cc(NC(=O)Cn2nnc(-c3ccccc3NC(=O)c3ccccc3F)n2)no1	3	-2	-1	1.7	2.1	1.4*	-1.4	0.1	2	2	3
34	Cc1ccc(/C=N/NC(=O)C(NC(=O)c2ccccc2)c2n[nH]c(=O)c3ccccc23)cc1 (stereo not given)	-1	2	6	1.1	4.6	-0.3	2.6	1.1	2	3	2
35	O=C(O)CCc1ccc(-c2ccc(Br)cc2)n1-c1cccc(O)c1	4	-2	-30	-0.9	-0.8	-0.6	0.6	0.1	1	-3	-15
36	Cc1cc(Oc2ccccc2)nc(OCC#N)n1	1	2	2	-0.5	-1.0	-0.3	-1.1	0.4	-4	1	0

Next compounds follow:
item	SMILES	SMARCA2 activ	MBD2 inh	PLCb3 inh	DAX1 inh-1	hgDAF12 agonist	ssDAF-12 act	hcDAF-12 act	DAX1 inh-2	ADAM17 inh	Rev-erbA mod	PLC-gamma1 inh
37	N#Cc1c(N)nc(N)nc1Nc1ccc(Br)cc1	5	0	-7	2.5	17*	0.0	4.1	2.1	-2	4	-1
38	CCOC(=O)Nc1sc(NS(=O)(=O)c2ccccc2)nc1C	2	-2	2	0.1	7.0	-1.2	-0.5	-0.1	-1	0	-1
39	COc1ccc(C(c2c(O)nc(SC)n(C)c2=O)c2c(O)nc(SC)n(C)c2=O)cc1O	-1	1	0	0.7	1.3	-0.7	-1.1	1.0	-3	0	1
40	O=[N+]([O-])c1cc(Br)c2nsnc2c1N1CCOCC1	0	-19	-58	1.1	0.7	-1.4	-2.2	-0.4	-3	4	-41
41	CCCCCn1c(N(C)Cc2ccccc2)nc2c1c(=O)[nH]c(=O)n2C	-1	-5	-1	0.4	-3.4	-1.6	-3.4	-0.9	-2	4	0
42	COc1ccccc1C(=O)NCCC(=O)N1CCN(S(=O)(=O)c2cccc(Cl)c2)CC1	-1	3	-6	0.4	-0.6	-1.0	-0.5	0.9	-1	1	2
43	Cc1ccc(-c2nc(NC(=O)c3nn(C)cc3[N+](=O)[O-])sc2C)cc1C	-10	2	3	-3.0	-10	-1.9	-4.1	-2.1	-3	-3	2
44	CCCCNc1nc2ccccc2n1CC(=O)N1CCc2ccccc2C1	-2	-2	4	2.5	0.6	0.1	-1.1	-0.2	1	0	3
45	O=C1c2ccccc2NC(c2ccccn2)N1c1ccc(Cl)cc1 (stereo not given)	1	0	-499	1.8	7.8	-0.6	6.2*	0.1	-265	-1	-463
46	O=C(NCCCn1ccnc1)c1cc(C(=O)C2CCCCC2)c[nH]1	1	-6	-4	-0.4	0.8	-1.0	-0.9	-0.2	0	3	3
47	COc1ccc(CCNC(=O)COc2coc(CN3c4ccccc4CC3C)cc2=O)cc1OC (stereo not given)	-3	-2	-9	-0.4	-6.0	-1.2	-1.7	-1.9	-2	4	1
48	CCCCNC(=O)CNC(=S)N(Cc1ccccc1F)C1CCCCC1	-4	-3	-7	0.2	-1.2	-2.0	-0.4	-0.3	-5	5	2

Following part.
item	SMILES	SMARCA2 activ	MBD2 inh	PLCb3 inh	DAX1 inh-1	hgDAF12 agonist	ssDAF-12 act	hcDAF-12 act	DAX1 inh-2	ADAM17 inh	Rev-erbA mod	PLC-gamma1 inh
49	O=c1[nH]c(SCc2ccccc2F)nc2ccccc12	2	-1	-10	-0.1	3.5	-1.6	-0.4	0.5	-5	2	-3
50	CCN(CC(=O)Nc1ccc2c(c1)OCCO2)C(=O)c1ccc(C(F)(F)F)cc1	2	2	-2	1.3	7.4	-0.5	2.6	5.2*	-2	6	-7
51	C[C@H](NC(=O)c1cc2cc(Cl)ccc2n1C)C(=O)N[C@@H](C(=O)O)c1ccccc1	0	-1	-7	0.4	0.2	-1.0	1.6	-0.2	-8	-3	-1
52	O=C(NNc1ccccn1)C(=O)NNS(=O)(=O)c1ccc(F)cc1	3	-7	2	0.0	0.7	-0.9	-0.4	-0.5	2	0	5
